KDM5B inhibitor: KDM5B demethylase inhibition. Q9UGL1. KDM5B demethylase, FDH-coupled NADH fluorescence (FDH is formaldehyde dehydrogenase). Potency, µM (highest dose often 57.7 µM), for inactives: at the highest dose activity change, negative = inhibition, usual class: inhibitors. 2.6% of 220,000 active; active = well fitted inhibition curve with a large enough effect; inconclusive = small, poorly fitted or top-dose-only effect; inactive = no such curve, though single readings can be large or run the other way; also: 0% is about no effect; nearly all actives have a fitted effect of over 70% in size
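Measured: NADH fluorescence change, 30 min, RT. System: KDM5BΔAP 200 nM final, H3K4me3 peptide, α-KG, Fe(II), ascorbate, NAD⁺ plus FDH, pH 7.5 HEPES. Compounds: titrated, 10 min pre-incubation with enzyme.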
* = called active by the depositor; ? = inconclusive; [ ] = another dose, or the depositor's remark. Potency is read from the fitted curve at half-maximal effect.

SMILES | KDM5B inhibitor
CCCOc1ccc(/C=C/C(=O)Nc2sc3c(c2C(=O)OCC)CCC(C)C3)cc1OC (stereo not drawn) | ?
CN(C)c1cccc(C(=O)N2CCCC(n3cc(-c4nc(C5CC5)no4)nn3)C2)c1 (stereo not drawn) | -15%
Cc1cc(C(=O)N2CCNCC2)c2ccccc2n1 | -20%
CC(NC(=O)C1CCCC1)c1ccc(Cl)s1 (stereo not drawn) | 23%
COCCNC(=O)c1cc(-c2ccccc2Oc2ccccc2)cc2ncn(C)c12 | ?
O=C(CSc1ccc(-c2cccnc2)nn1)Nc1ccccc1C(F)(F)F | -1%
Cc1ccc(S(=O)(=O)c2cn(Cc3cccc(F)c3)c3cc(N4CCCC4)c(F)cc3c2=O)cc1 | -23%
CCNC(=O)N[C@H]1C[C@@H](Cc2cc(CN3CCCCC3)on2)C1(C)C | -15%[86.2 µM]
CC(C)COc1ccc(C(=O)N2CCC(c3nc4ccccc4o3)CC2)cc1 | 14%
Cc1cccc(-n2c(C)nc3cc(C(=O)NCc4ccc(F)cc4)ccc32)c1 | -8%
CNC(=O)C(C)Sc1n[nH]c(-c2ccc(OC)cc2OC)n1 (stereo not drawn) | 12%
CCC(C)NC(=O)/C(=C/c1ccccc1Cl)c1ccccc1 (stereo not drawn) | -8%
COc1cccc(Cn2c(SCc3ccc(C(=O)N4CCC(C)CC4)cc3)nc3ccncc32)c1 | ?
Cc1noc(C)c1S(=O)(=O)N1CC[C@@H](c2ccc3c(c2)OCO3)[C@H](O)C1 | 16%
COc1ccc2nc(C[C@@H]3C[C@@H](C(C)C)[C@H](CNC(=O)CC(C)(C)CC(=O)O)C=C3C)[nH]c2c1 | ?
O=C(c1cc(F)ccc1F)N1CCCN(CCc2ccccc2)c2ccccc21 | ?
Cn1cc(C2N=C(N)Nc3nc4ccccc4n32)c2cc(F)ccc21 (stereo not drawn) | -20%
O=S(=O)(c1cccc(Cl)c1)c1nnn2c1nc(NC1CCCC1)c1sccc12 | -2%
Cc1ccsc1C(=O)NC(C)c1ccc(F)c(F)c1 (stereo not drawn) | 21%
O=C(c1ccc2cccnc2c1O)N1CCCC(CCc2ccccc2F)C1 (stereo not drawn) | 11µM*
Cc1ccc(CN[C@@H]2CO[C@H](CNC(=O)c3ccc(F)cc3)[C@H]2O)cc1 | 17%[86.2 µM]
COc1ccccc1OCCNC(=O)C1CCc2ncc(-c3ccc(F)cc3)n2C1 (stereo not drawn) | 0%
CCCCCN1C(C(=O)c2ccccc2)=C(NC(=O)c2ccc(C)cc2)c2ccccc2S1(=O)=O | ?
COc1ccccc1OCC(=O)N(Cc1ccc(-c2ccc(Cl)cc2)o1)C1CCS(=O)(=O)C1 (stereo not drawn) | ?
O=C1CSc2ccc(C(=O)NN(c3ccccc3)c3ccccc3)cc2N1 | 14%
SMILES | KDM5B inhibitor
Cc1cc(N2CCN(C)CC2)nc2ccc(NC(=O)Nc3ccccc3Cl)cc12 | ?
CCc1ccc2[nH]c(C(=O)Nc3ccc(Br)c(C)n3)cc2c1 | -20%
COc1ccc(OCc2ccc(-c3nc(C#N)c(N4CCN(C)CC4)o3)o2)cc1 | ?
CC(C)c1noc([C@@H]2C[C@H](NC(=O)C3CCCCC3)CN2C)n1 | 11%[86.2 µM]
O=C(Nc1ccccc1)O[C@@H]1CO[C@H]2[C@@H]1OC[C@@H]2NC(=O)c1ccc(C(F)(F)F)cc1 | 1%
C#CCNC(=O)c1cc(-c2ccc([S+](C)(=O)[O-])cc2)c2cccn2n1 | 12%[115 µM]
COc1ccc(-c2noc([C@@H]3CCCN3C(=O)Cc3ccccc3)n2)cc1 | 26%
CCOC(=O)CCn1nc(-c2ccc(C)cc2)c2ccccc2c1=O | -29%
CCC(C)NC(=O)c1ccc(Oc2nccnc2Sc2ccccc2)cc1 (stereo not drawn) | 1%
N#CC1(NC(=O)CSc2cccc3cccnc23)CCCCCC1 | ?
Fc1ccc(-c2cn3cc(Cc4ccccc4)sc3n2)cc1 | 6%
COc1ccc(C(C)=O)cc1CN1CCCC1 | -3%
COc1ccc(-c2c(C)oc3cc(OC(C)=O)ccc3c2=O)cc1 | -2%
COCCN1CCCC(c2[nH]ccc2C(=O)NCCn2cccn2)C1 (stereo not drawn) | -28%
CC1(C)[C@H]2CC[C@@H](CNC(=O)c3ccc(Cl)cc3)[C@@H]1C2 | 180%[activator][86.2 µM]
CNC(=O)N1CCC(C2CCN(Cc3cc(F)c(F)c(F)c3)C2)CC1 (stereo not drawn) | -9%
CCCOc1ccc(C(=O)N2C[C@H](c3cccc(OC)c3)[C@@H](N)C2)cc1Cl | 1%
COc1ccc(NC(=O)Cc2c(C)c3c(OC)cc(C)cc3oc2=O)cc1 | 92%[activator]
COc1ccccc1Oc1c(C)oc2cc(OC(=O)C3CC3)ccc2c1=O | -27%
Cc1ccc(CNC(=O)CC2CCCN(c3cn[nH]c(=O)c3)C2)cc1 (stereo not drawn) | 14%
CCC(CC)=C(C#N)C(=O)NC1CCCC1 | 12%
COc1cc(CN(CCN(C)C)Cc2ccccc2)cc(OC)c1OC | ?
Cc1ccc(C(=O)NCCn2c(C)cc3ccccc32)cc1 | 8%
COc1cccc(CNC(=O)c2ccc(-c3nc(COc4ccccc4)c(C)o3)cc2)c1 | ?
CC(NC(=O)c1nccnc1N)c1ccc(F)cc1 (stereo not drawn) | ?

3 compounds from above, ordered by the number in KDM5B inhibitor, descending.
SMILES | KDM5B inhibitor
COc1ccc(-c2noc([C@@H]3CCCN3C(=O)Cc3ccccc3)n2)cc1 | 26%
CCC(C)NC(=O)c1ccc(Oc2nccnc2Sc2ccccc2)cc1 (stereo not drawn) | 1%
COc1ccccc1OCCNC(=O)C1CCc2ncc(-c3ccc(F)cc3)n2C1 (stereo not drawn) | 0%

Continued:
SMILES | KDM5B inhibitor
Cc1cccc(C)c1NC(=O)COc1ncnc2ccccc12 | -7%
Cc1ccsc1C(=O)N1CCCC(N(C)Cc2ccccc2)C1 (stereo not drawn) | 19%
CCCn1c(-c2ccc(S(=O)(=O)N3CCOCC3)cc2)csc1=Nc1ccc(OCC)cc1 | ?
O=C(NC1CCCCC1)[C@@H]1C[C@@H](O)CN1C1CCN(C(=O)c2cccnc2)CC1 | -12%
Cc1ccc2nc(NC(=O)CSc3nccn3Cc3ccc(F)cc3)sc2c1 | ?
CC(C)Cn1cnc2cccnc21 | -3%[115 µM]
COc1cccc(C(=O)N2CCC[C@H]2c2nc(-c3ccccc3Cl)no2)c1 | -14%
CCCNC(=O)O[C@@H]1CC[C@]2(C)C(CC[C@@H](O)[C@H]2CC(=O)NCc2ccc3c(c2)OCO3)[C@]1(C)CO (stereo partly drawn) | 9%
Cc1cc(C(=O)Nc2ccccc2SC2CCCC2)c(C)o1 | -18%
CC(C)OCCCNc1nc2c([S+](=O)([O-])c3ccc(Cl)cc3)nnn2c2ccccc12 | ?
COc1ccc(Br)cc1/C=C(/C#N)C(=O)C(C)(C)C | 13%
O=C(c1ccc(N2CCC(NCc3cc(C(F)(F)F)ccc3F)CC2)cc1)N1CCCC(CO)C1 (stereo not drawn) | -11%
O=c1[nH]c(N2CCOCC2)nc2c1CCN(Cc1ccc(F)cc1F)CC2 | -16%
COc1ccc(C(=O)Cn2c(N3CCCCC3)nc3c2c(=O)n(C)c(=O)n3C)cc1OC | 19%
COc1cccc2c1cc1c(=O)n(CC(=O)N3CCN(c4ccc(Cl)cc4)CC3)nc(C)n12 | ?
Nc1cncc(-c2nccc(N3CCC(O)CC3)n2)c1 | ?
O=C(C1CCCC1)N1CCC(c2noc(-c3ccccc3)n2)C1 (stereo not drawn) | -1%
COc1cccc(-c2nc3c(C#N)c[nH]n3c2NC2CCC(C)CC2)c1 (stereo not drawn) | ?
O=C(CSc1nc2ccccc2o1)Nc1ccc(F)cc1F | 3%
O=C(Nc1onc2c1CCCC2)c1ccccc1 | 8%
COc1ccc(OCC(=O)NCc2ccc3c(c2)CCN3C(=O)c2ccc(F)cc2)cc1 | ?
CCN(CC)C(=O)C[C@@H]1CCNC[C@@H]1Cc1cc(C(=O)OC)on1 | -5%[86.2 µM]
CC(C)(C)c1ccc(C(=O)Nc2ccc(F)c(Cl)c2)cc1 | 18%
O=C(Cc1ccccc1Cl)N1CC=C(c2c[nH]c3ncccc23)CC1 | ?
COc1ccccc1-c1c(C)nn2c(N3CCN(c4cccc(Cl)c4)CC3)cc(C)nc12 | -8%
SMILES | KDM5B inhibitor
Cc1cc(C)cc(Nc2nc3c(S(=O)(=O)c4cccc(Cl)c4)nnn3c3ccsc23)c1 | 13%
O=C(O)c1ccc(CNCc2ccc(Br)cc2)cc1 | 24%
CCOC(=O)c1c(C)oc2ncnc(NCCc3ccccc3)c12 | -11%
O=C(NCC(c1cccs1)N1CCCC1)c1cc(=O)c2ccc(Br)cc2o1 (stereo not drawn) | 10%
CCOc1ccccc1NC(=O)n1ncc2cc(Cl)ccc21 | -24%
Cc1cc(NC(=O)CN(C)S(=O)(=O)c2ccc3c(c2)CCC(=O)N3)ccc1Br | -20%[11.5 µM]
COc1ccc(-c2noc(CC3CCN(C(=O)c4cc(Cl)ccc4F)CC3)n2)cc1 | -21%
OC[C@@H]1CNC[C@H]1c1nc(-c2ccncc2)no1 | -3%
Cc1ccc(-c2ccc3nnc(CNC(=O)C4CCCCC4)n3n2)cc1C | ?
CCOc1ccc(C(=O)OCC(=O)NC(N)=O)cc1OCC | 13%
CC(Oc1ccc(Cl)cc1Cl)C(=O)NN (stereo not drawn) | 21%
O=C(O)Cn1c(-c2cccs2)cc2cc(Cl)ccc21 | ?
COCCNC(=O)C(c1ccc(F)cc1)N(Cc1ccco1)C(=O)CCC(=O)Nc1ccccn1 (stereo not drawn) | 5%
CSc1cccc(NC(=O)c2ccccc2SC)c1 | -7%
Cc1c(C(=O)N2CCC3(CC2)Nc2ccccc2NC3=O)cnc2ccnn12 | ?
Cc1ccc(C2Cn3nnc(C(=O)N4CCN(C(=O)c5ccsc5)CC4)c3CO2)cc1 (stereo not drawn) | 1%
CCOc1ccc2[nH]c(C(=O)N/N=C/c3ccc(OC)cc3)cc2c1 | ?
COc1ccc(Cn2nnc3c(=O)[nH]c(C4CCN(C(=O)c5ccc(C)cc5)CC4)nc32)cc1OC | -7%
COc1ccc(CNC(=O)c2cnc(N(C)C)nc2)cc1 | ?
Cc1cc(C)c(NC(=O)CN2CCC(C(=O)N3CCCC3)CC2)c(C)c1 | -8%
CCN(CC)C(=O)c1sc(NC(=O)c2ccc3c(c2)OCO3)c(C(=O)OC(C)C)c1C | 8%
Cc1ccc(CNC(=O)c2cccc(-n3cnc4cccnc43)c2)cc1 | -18%
O=C(Nc1ccccc1)c1cc2n(n1)CCN(C(=O)CCn1cnnn1)C2 | 6%
Cc1c(Cc2ccccc2)c(-n2ccnc2)n2c(nc3ccccc32)c1C#N | 0%
Cc1ccc(NC(=O)c2sc3nc[nH]c(=O)c3c2C)cc1C | -1%
CCc1nc(-c2c3n(c(=O)n(CC(=O)Nc4ccc(C)c(F)c4)c2=O)CCCCC3)no1 | -20%

Records above marked active in KDM5B inhibitor.
SMILES | KDM5B inhibitor
O=C(c1ccc2cccnc2c1O)N1CCCC(CCc2ccccc2F)C1 (stereo not drawn) | 11µM*

Part of the list above in order of length of the SMILES, high to low:
SMILES | KDM5B inhibitor
COc1ccc(Cn2nnc3c(=O)[nH]c(C4CCN(C(=O)c5ccc(C)cc5)CC4)nc32)cc1OC | -7%
CCc1nc(-c2c3n(c(=O)n(CC(=O)Nc4ccc(C)c(F)c4)c2=O)CCCCC3)no1 | -20%
CCN(CC)C(=O)c1sc(NC(=O)c2ccc3c(c2)OCO3)c(C(=O)OC(C)C)c1C | 8%
COc1ccccc1-c1c(C)nn2c(N3CCN(c4cccc(Cl)c4)CC3)cc(C)nc12 | -8%
Cc1cc(NC(=O)CN(C)S(=O)(=O)c2ccc3c(c2)CCC(=O)N3)ccc1Br | -20%[11.5 µM]
COc1ccc(OCC(=O)NCc2ccc3c(c2)CCN3C(=O)c2ccc(F)cc2)cc1 | ?
COc1ccc(-c2noc(CC3CCN(C(=O)c4cc(Cl)ccc4F)CC3)n2)cc1 | -21%
CCN(CC)C(=O)C[C@@H]1CCNC[C@@H]1Cc1cc(C(=O)OC)on1 | -5%[86.2 µM]
Cc1c(C(=O)N2CCC3(CC2)Nc2ccccc2NC3=O)cnc2ccnn12 | ?
O=C(Nc1ccccc1)c1cc2n(n1)CCN(C(=O)CCn1cnnn1)C2 | 6%
CCOc1ccc2[nH]c(C(=O)N/N=C/c3ccc(OC)cc3)cc2c1 | ?
Cc1ccc(-c2ccc3nnc(CNC(=O)C4CCCCC4)n3n2)cc1C | ?
Cc1ccc(CNC(=O)c2cccc(-n3cnc4cccnc43)c2)cc1 | -18%
CC(C)(C)c1ccc(C(=O)Nc2ccc(F)c(Cl)c2)cc1 | 18%
CCOC(=O)c1c(C)oc2ncnc(NCCc3ccccc3)c12 | -11%
OC[C@@H]1CNC[C@H]1c1nc(-c2ccncc2)no1 | -3%
CCOc1ccc(C(=O)OCC(=O)NC(N)=O)cc1OCC | 13%
CCOc1ccccc1NC(=O)n1ncc2cc(Cl)ccc21 | -24%
O=C(O)c1ccc(CNCc2ccc(Br)cc2)cc1 | 24%
CSc1cccc(NC(=O)c2ccccc2SC)c1 | -7%
CC(Oc1ccc(Cl)cc1Cl)C(=O)NN (stereo not drawn) | 21%

Source: PubChem BioAssay (National Center for Advancing Translational Sciences (NCATS))

Not all compounds are listed; rates above refer to the full screens.
